High-throughput results deposited in PubChem BioAssay by several laboratories.
H9c2 protect: modulators protecting cardiomyocytes from myocardial damage | H9c2 cardiomyocytes, H2O2 injury protection, ATPLite, 2 h | protection from H2O2 cell death, % at 20 µM | actives 0.63% (n = 360,000) | AID 588492;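 active means compounds giving at least 50% protection of heart cells from peroxide-induced death in the single-dose screen, raw or plate-pattern-corrected value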;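 further: 0% = DMSO wells with peroxide and 100% = DMSO wells without peroxide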
aDG glyco up: alpha-DG glycosylation activation | actives 0.22% (n = 360,000) | Pro5-aDG cells, alpha-DG glycosylation AlphaScreen (IIH6); 0% Pro5, 100% B10-LARGE cell signal | activation, % at 10 µM | AID 624168;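 active means activation of at least 8% versus controls, or a plate z-score of at least 8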;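 further: Pro5 are CHO cells carrying HIG-tagged alpha-DG that lacks glycosylation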
MC4R antag cAMP: human MC4R antagonism in cAMP assay | P32245 | actives 0.48% (n = 360,000) | MC4R-expressing cells, MTII-stimulated cAMP, LANCE TR-FRET | inhibition, % at 6.5 µM;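 active means inhibition above its plate's cutoff, the mean of tested wells on that plate plus 3 SD, cut at about 29% in these data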;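 further: 0% = Melanotan II alone and 100% = Melanotan II plus saturating MCL0020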
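Test system: U2OS cells stably expressing human melanocortin 4 receptor (MC4R); also added: Melanotan II challenge; compound: 6.5 µM single dose; timing: 30-min compound preincubation, 1-h Melanotan II challenge, 1-h detection, room temperature; signal: Eu-cAMP/anti-cAMP TR-FRET, emission 671 nm; repeats: one well per compound, no replicates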
Granule exo inh: lytic granule exocytosis inhibition | TALL-104 LAMP-1 surface exposure, flow cytometry; cells stimulated with thapsigargin and PMA | inhibition, % at 10 µM | actives 0.66% (n = 360,000) | AID 651702;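 active means inhibition above about 55%, limit read from the data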
MC4R barr agon: activates human MC4R beta-arrestin recruitment; activation, % at 8.9 µM; actives 0.98% (n = 360,000); P32245; U2OS MC4R beta-arrestin complementation, luminescence; percent of melanotan II response, DMSO zero;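 active means activation above a per-plate cutoff, the mean activation of sample wells on that plate plus 3 SD, cut at about 8% in these data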
ABCB6 inh MLPCN: blocks the human ABCB6 transporter; K562-ABCB6 porphyrin accumulation, flow cytometry, 1 h; active compounds read low; fluorescence ratio to DMSO, % at 10 µM; actives 0.19% (n = 360,000);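 active means fluorescence ratio to DMSO below 75%, the collection mean minus 3 SD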;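 further: signal is porphyrin accumulated inside mitochondria; 100% equals median channel fluorescence of DMSO control wells; lower ratio means ABCB6 inhibition with less porphyrin fluorescence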
Target sequence (Q9NP58 whole entry, looked up): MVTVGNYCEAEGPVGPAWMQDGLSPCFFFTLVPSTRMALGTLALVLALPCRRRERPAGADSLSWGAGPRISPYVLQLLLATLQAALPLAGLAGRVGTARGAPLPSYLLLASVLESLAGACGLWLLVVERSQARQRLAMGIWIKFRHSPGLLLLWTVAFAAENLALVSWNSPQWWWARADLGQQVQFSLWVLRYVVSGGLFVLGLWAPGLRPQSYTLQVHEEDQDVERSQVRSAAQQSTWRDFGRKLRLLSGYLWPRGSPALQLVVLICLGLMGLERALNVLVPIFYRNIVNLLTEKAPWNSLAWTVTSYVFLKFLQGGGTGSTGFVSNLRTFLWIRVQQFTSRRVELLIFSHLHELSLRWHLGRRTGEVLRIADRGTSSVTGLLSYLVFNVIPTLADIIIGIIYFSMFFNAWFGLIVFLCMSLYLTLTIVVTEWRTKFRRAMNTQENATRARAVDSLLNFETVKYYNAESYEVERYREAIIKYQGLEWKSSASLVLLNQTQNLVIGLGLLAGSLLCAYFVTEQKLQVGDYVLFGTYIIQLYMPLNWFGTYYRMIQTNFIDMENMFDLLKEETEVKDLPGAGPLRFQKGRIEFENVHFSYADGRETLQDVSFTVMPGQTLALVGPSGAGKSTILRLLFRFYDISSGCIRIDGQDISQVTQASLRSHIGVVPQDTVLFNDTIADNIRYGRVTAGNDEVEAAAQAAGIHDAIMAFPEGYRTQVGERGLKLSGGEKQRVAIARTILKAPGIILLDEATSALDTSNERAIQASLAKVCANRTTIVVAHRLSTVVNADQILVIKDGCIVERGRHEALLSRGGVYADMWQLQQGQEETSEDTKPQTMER
ABHD5 PLIN5 PPI: ABHD5-PLIN5 protein interaction inhibition. Q00G26+Q8WTS1. Split G. princeps luciferase complementation, luminescence, 4 h. inhibition, % at 4 µM. actives 0.78% (n = 360,000). AID 602281;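 active means inhibition above the mean inhibition across every tested compound plus 3 SD, cut at about 22% in these data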;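 further: 0% = DMSO only wells and the 100% control is not disclosed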
iPSC survival up: hiPSC single-cell survival enhancement. ATPlite luminescence; 100% = ROCK inhibitor wells, 0% = DMSO. survival enhancement, % at 20 µM. actives 0.044% (n = 360,000); in the data active means survival enhancement above about 18%;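 further: cells exposed to compounds for 16 hours before the ATP read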
HTR2A ag: activates the mouse 5-HT2A serotonin receptor; P35363; AID 624169; actives 0.66% (n = 360,000); CHO-K1 mHTR2A beta-arrestin complementation, luminescence; percent of 30 µM serotonin response; activation, % at 7.6 µM;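 active means activation above a run cutoff, the mean activation of all tested compounds plus 3 SD, cut at about 14% in these data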;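 further: 0% = plate median of compound wells and 100% = 30 µM serotonin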
Glyco luc inh: blocks N-linked glycosylation in D54 reporter cells | D54 ERlucT glycosylation luciferase reporter, 24 h; percent of 100 nM tunicamycin response | actives 0.23% (n = 360,000) | reporter increase, % at 12.5 µM;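 active means mean luciferase reporter signal, scaled so untreated is 0 and the glycosylation-blocking control 100, at or above a set limit in every replicate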;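 further: luciferase carries N-glycosylation sites so blocking glycosylation raises the light; 0% = median of neutral control wells and 100% = median of 100 nM tunicamycin wells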
Numbers without * were called inactive; · = no result given.

Order of values – H9c2 protect, aDG glyco up, MC4R antag cAMP, Granule exo inh, MC4R barr agon, ABCB6 inh MLPCN, ABHD5 PLIN5 PPI, iPSC survival up, HTR2A ag, Glyco luc inh
- COc1ccc(/C=C/C(=O)OCC(=O)NCc2cccs2)cc1OC
    4, -0.1, -2, 5, -0.3, 100, 6, 3.1, 1, 6
- CSc1ccc(OC2CCCCC2NS(=O)(=O)c2ccc(Cl)cc2)cc1 (stereo not drawn)
    -7, 0.6, 31*, 2, 1.5, 94, 0, -2.8, -4, -6
- COc1cc(/C=C(\NC(C)=O)C(=O)N2CCCCC2)ccc1OC(C)=O
    1, -0.1, 6, -6, -1.2, 91, -2, -0.5, -1, 3
- NC(=O)CC(NC(=O)Cc1ccc(Br)cc1)c1ccc(NCC2CC2)c([N+](=O)[O-])c1 (stereo not drawn)
    -6, -0.4, -1, 6, -1.4, 96, -6, -3.4, -5, 45*
- COc1ccc(C(=O)O/N=C(\N)c2ccccc2)cc1
    -18, -0.1, 12, -8, -0.2, 96, 7, -0.4, 1, -14
- Cc1ccc(S(=O)(=O)N2C[C@H]3n4c(=O)ccc(=O)n4C[C@H](OC(=O)NCc4ccccc4F)[C@@]3(O)C2)cc1
    35, 0.0, 10, -2, -0.9, 99, 25*, -3.6, -1, -3
- CC1CCC(NC(=O)CCS(=O)(=O)c2ccc3c(c2)NC(=O)C(C)S3)CC1 (stereo not drawn)
    -4, 0.1, 7, -8, 0.0, 104, -2, -0.6, 3, -2
- C[C@H](O)[C@@H]1C(=O)N2CCc3ccc(N4CCOCC4)cc3[C@@H]2C[C@@H]1N(C)C(=O)Nc1ccccc1
    6, 0.3, 4, 0, 1.4, 101, -11, -0.9, -2, 1
- CCCC12CN3CCN(CC(C3)/C1=N\NC(=O)c1ccccc1Cl)C2
    5, -0.1, 9, -1, -3.5, 101, 3, 0.6, -9, 0
- Cc1ccsc1/C=N/NC(=O)Cc1ccc(Cl)cc1
    -8, 0.1, 5, -3, 0.4, 93, -6, 0.0, -4, -1
- O=C(O)CCn1cc(-c2ccc(Cl)cc2)nc1-c1ccncc1
    11, 1.7, 4, -5, 4.2, 102, -4, 1.4, -6, 2
- CCOc1ccc(S(=O)(=O)N2CCCC(C(=O)NCC3CCCO3)C2)cc1 (stereo not drawn)
    -1, 2.3, -1, -1, -1.0, 98, 1, 0.2, 6, -1
- Cc1noc(C)c1S(=O)(=O)N1CCC2(CC1)OCCO2
    -6, -0.1, 3, 1, -1.4, 140, 2, -2.2, 4, 2
- CNC(=S)N(Cc1ccco1)Cc1cc2cc3c(cc2[nH]c1=O)OCCO3
    0, -0.2, 4, 0, -1.4, 92, 5, -0.5, -1, 13
- CCOC(=O)C1=C(N)N2C(=O)C(C)SC2=C(C(=O)OCC)C1c1cc(OC)c(OC)c(OC)c1 (stereo not drawn)
    5, -0.1, 5, -2, 0.0, 94, 0, -0.4, 1, 1
- COc1ccc(NC(=S)N2CCCCCC2)cc1OC
    0, -0.1, 4, -1, -0.1, 95, -2, 1.5, 2, 3
- COc1ccc(OC)c(NC(=O)C2CCCCC2C(=O)O)c1 (stereo not drawn)
    3, -0.1, 8, 1, -0.8, 97, -3, -1.2, 0, 2
- CCN(CC)S(=O)(=O)c1cccc(NC(=O)CN(C)Cc2cccc(OC)c2)c1
    -11, 0.4, 8, 3, -1.1, 99, 0, -0.7, 3, -3
- O=C(NCc1cccnc1)C1c2ccccc2C(=O)N1C1CCCCCCC1 (stereo not drawn)
    2, 0.0, 8, 2, -1.4, 92, 0, 1.0, 1, 1
- CC1CCCN(CCSc2ccc(Cl)cc2)C1 (stereo not drawn)
    -6, 0.0, 3, 6, -0.8, 98, -5, -1.3, -5, 0
- CCOC(=O)c1[nH]c(C)c(C(=O)Nc2ccc(C)cc2C)c1C
    4, -0.2, -1, 6, -0.8, 102, 5, -1.5, 0, 23
- Cc1ccc(S(=O)(=O)CCC(=O)Nc2ccccc2N2CCCC2)cc1
    2, 0.0, -5, 1, -0.3, 90, 1, -0.7, 3, 3
- Cc1ccc(C)c(S(=O)(=O)Nc2ccc(C(=O)N3CCC3)cc2)c1
    -7, -0.4, 11, -6, -1.2, 98, 1, -0.4, -1, -1
- COc1ccc(C2C(C#N)=C(N)OC3=C2C(=O)CC(C)(C)C3)c([N+](=O)[O-])c1OC (stereo not drawn)
    1, -0.1, 2, -1, -1.3, 96, 3, 1.9, 0, 2
- Cc1nnc(SCC(=O)NNC(=O)c2ccc(F)cc2)n1Cc1ccccc1
    4, -0.1, 4, -4, -0.7, 91, -1, 3.6, -8, 2
- Cc1ccc(S(=O)(=O)N2CCCC2CNC(=O)C(=O)NC2CC2)cc1 (stereo not drawn)
    -2, 0.0, 5, 0, 1.6, 95, -6, 0.2, -4, -1
- CCn1c(SCC(=O)Nc2cc(C)on2)nnc1-c1ccc(OC)cc1
    1, -0.1, -3, -3, 2.3, 97, 11, -1.5, 0, 0
- O=C(CN(Cc1ccc(Br)cc1)S(=O)(=O)c1ccccc1)NCc1cccnc1
    8, 4.7, 9, 3, 0.6, 95, -3, 0.0, 1, -4
- O=C(CCOc1ccccc1)Nc1ccnn1C1CCN(Cc2ccc(O)cc2)CC1
    0, -0.1, 5, 0, -3.0, 98, 2, -0.4, -11, -1
- CCN(CC)c1ccc(NC(=O)COc2ccc(C)cc2)cc1
    -3, -0.2, 4, 0, 4.3, 97, -10, -2.7, -8, 5

Given as labelled records: three of the compounds above
CCn1c(SCC(=O)Nc2cc(C)on2)nnc1-c1ccc(OC)cc1
  H9c2 protect: 1
  aDG glyco up: -0.1
  MC4R antag cAMP: -3
  Granule exo inh: -3
  MC4R barr agon: 2.3
  ABCB6 inh MLPCN: 97
  ABHD5 PLIN5 PPI: 11
  iPSC survival up: -1.5
  HTR2A ag: 0
  Glyco luc inh: 0

O=C(CN(Cc1ccc(Br)cc1)S(=O)(=O)c1ccccc1)NCc1cccnc1
  H9c2 protect: 8
  aDG glyco up: 4.7
  MC4R antag cAMP: 9
  Granule exo inh: 3
  MC4R barr agon: 0.6
  ABCB6 inh MLPCN: 95
  ABHD5 PLIN5 PPI: -3
  iPSC survival up: 0.0
  HTR2A ag: 1
  Glyco luc inh: -4

O=C(CCOc1ccccc1)Nc1ccnn1C1CCN(Cc2ccc(O)cc2)CC1
  H9c2 protect: 0
  aDG glyco up: -0.1
  MC4R antag cAMP: 5
  Granule exo inh: 0
  MC4R barr agon: -3.0
  ABCB6 inh MLPCN: 98
  ABHD5 PLIN5 PPI: 2
  iPSC survival up: -0.4
  HTR2A ag: -11
  Glyco luc inh: -1

Next records follow.
Order of values – H9c2 protect, aDG glyco up, MC4R antag cAMP, Granule exo inh, MC4R barr agon, ABCB6 inh MLPCN, ABHD5 PLIN5 PPI, iPSC survival up, HTR2A ag, Glyco luc inh
- Cc1noc(C)c1COc1ccc(C(=O)OC(C)C(=O)Nc2ccc(S(=O)(=O)N3CCOCC3)cc2)cc1 (stereo not drawn)
    -7, -0.3, 10, 1, -1.2, 95, 0, -1.4, 12, -2
- Cc1ccc([N+](=O)[O-])cc1S(=O)(=O)NCCc1c(C)[nH]c2ccccc12
    -2, -0.4, 14, 2, 3.8, 105, 14, -0.1, -3, -2
- COc1ccc(/C=C/C(=O)OCC(=O)Nc2ccc(OC)c(S(=O)(=O)N3CCCCC3)c2)cc1
    -3, -0.1, 5, -2, -0.3, 96, -2, 4.6, 0, 1
- CCOc1ccc2c(c1)C(NC(C)=O)C(=O)N2CCN1CCOCC1 (stereo not drawn)
    -5, -0.1, 5, 6, -1.0, 97, 2, -0.4, 2, 0
- CCOC(=O)c1nnc(-c2ccc(C)cc2)nc1Sc1ccc(Cl)cc1
    2, 0.0, 3, -6, -0.4, 87, -9, -1.7, 0, 2
- COc1cccc(OC)c1C(=O)Nn1c(-c2cccs2)nc2ccccc2c1=O
    -2, -0.4, 2, -2, 1.4, 99, -8, 2.6, 1, -1
- O=C1C(O)CCN1Cc1ccccc1 (stereo not drawn)
    1, -0.2, 2, -5, -1.0, 94, 0, -2.8, -1, 1
- Cc1nc(S(=O)(=O)c2cccc(Cl)c2)nc2c1CCC2
    0, 0.1, 4, 0, -0.3, 101, 5, 0.8, -6, -1
- O=C(O)c1cccc(-c2ccc(/C=N/n3cnnc3)o2)c1
    -2, -0.2, -9, -7, -1.2, 101, 7, 0.0, 0, 1
- CCn1c2ccc(/C(C)=N\O)cc2c2cc(/C(C)=N\O)ccc21
    10, -0.1, 0, -2, -0.4, 96, -1, -1.0, 2, 4
- O=S(=O)(Nc1ccc(-c2nc3cccnc3s2)cc1)c1ccccc1F
    7, 0.0, 3, -5, 1.7, 98, 5, 0.0, 1, -4
- CCOC(=O)N1CCN(C(=O)CS(=O)(=O)c2cn(Cc3ccccc3Cl)c3ccccc23)CC1
    0, 0.2, 3, 8, 0.2, 97, -8, 2.9, -5, 3
- Cc1cc(C)n2c(Nc3ccc4c(c3)OCCO4)c(-c3ccccn3)nc2n1
    ·, 0.3, ·, -3, ·, 122, -5, 0.7, 0, ·
- Cc1c(Cl)cccc1NC(=S)NNS(=O)(=O)c1ccc([N+](=O)[O-])cc1
    6, 0.3, 10, -2, -2.7, 100, 5, -0.3, 2, 1
- COc1ccccc1/C=C(\C#N)C(=O)c1cccn1C
    7, 0.0, -3, 12, -1.1, 90, 3, -0.8, -6, 3
- COCCNC(=O)CCC1CCN(Cc2ccc(-c3ccccc3)cc2)CC1
    9, 0.0, 3, 16, -0.3, 99, 6, 0.1, -2, -1
- Cn1c(=O)c(C(=O)CN2CCN(Cc3ccc4c(c3)OCO4)CC2)c(N)n(Cc2ccccc2)c1=O
    -11, 0.1, 15, 6, -0.7, 101, 0, -0.8, -4, -2

Complete entries as entered above.
Shown for `Cc1noc(C)c1S(=O)(=O)N1CCC2(CC1)OCCO2` = H9c2 protect = -6; aDG glyco up = -0.1; MC4R antag cAMP = 3; Granule exo inh = 1; MC4R barr agon = -1.4; ABCB6 inh MLPCN = 140; ABHD5 PLIN5 PPI = 2; iPSC survival up = -2.2; HTR2A ag = 4; Glyco luc inh = 2
Shown for `COc1cc(/C=C(\NC(C)=O)C(=O)N2CCCCC2)ccc1OC(C)=O` = H9c2 protect = 1; aDG glyco up = -0.1; MC4R antag cAMP = 6; Granule exo inh = -6; MC4R barr agon = -1.2; ABCB6 inh MLPCN = 91; ABHD5 PLIN5 PPI = -2; iPSC survival up = -0.5; HTR2A ag = -1; Glyco luc inh = 3
Shown for `COc1ccccc1/C=C(\C#N)C(=O)c1cccn1C` = H9c2 protect = 7; aDG glyco up = 0.0; MC4R antag cAMP = -3; Granule exo inh = 12; MC4R barr agon = -1.1; ABCB6 inh MLPCN = 90; ABHD5 PLIN5 PPI = 3; iPSC survival up = -0.8; HTR2A ag = -6; Glyco luc inh = 3

Arranged by value in Glyco luc inh (largest number first): some entries from above.
canonical_smiles,Glyco luc inh
COc1ccccc1/C=C(\C#N)C(=O)c1cccn1C,3
COCCNC(=O)CCC1CCN(Cc2ccc(-c3ccccc3)cc2)CC1,-1
Cc1ccc([N+](=O)[O-])cc1S(=O)(=O)NCCc1c(C)[nH]c2ccccc12,-2
